Screening results from PubChem BioAssay.
SIAE inh: inhibitors of human sialic acid acetylesterase SIAE; SIAE FP-Rh probe binding, fluorescence polarization; inhibition, % at 9.66 µM; actives 0.69% (n = 370,000);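 active = inhibition above a cutoff: mean of compounds within the control limits plus 3 SD of those, cut at about 17% in these data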;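 also: 0% = plate median of compound wells and 100% = probe without SIAE protein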
HTRA1 inh: inhibitors of human serine peptidase HTRA1. inhibition, % at 5.96 µM. recombinant HTRA1, FP-rhodamine activity-based probe, fluorescence polarization. Q92743. actives 0.5% (n = 340,000); in the data active = inhibition above about 36%;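 also: 0% = enzyme with DMSO and 100% = wells lacking enzyme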
TDP2 inh: blocks human TDP2 phosphodiesterase activity; actives 0.34% (n = 370,000); inhibition, % at 12.8 µM; recombinant TDP2, T5PNP hydrolysis, p-nitrophenol absorbance 415 nm;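 active = inhibition above the mean of all tested compounds plus 3 SD, set per campaign, cut at about 25% in these data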;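 also: 0% = DMSO with enzyme and 100% = buffer with substrate but no TDP2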
Target sequence (O95551 whole entry, looked up): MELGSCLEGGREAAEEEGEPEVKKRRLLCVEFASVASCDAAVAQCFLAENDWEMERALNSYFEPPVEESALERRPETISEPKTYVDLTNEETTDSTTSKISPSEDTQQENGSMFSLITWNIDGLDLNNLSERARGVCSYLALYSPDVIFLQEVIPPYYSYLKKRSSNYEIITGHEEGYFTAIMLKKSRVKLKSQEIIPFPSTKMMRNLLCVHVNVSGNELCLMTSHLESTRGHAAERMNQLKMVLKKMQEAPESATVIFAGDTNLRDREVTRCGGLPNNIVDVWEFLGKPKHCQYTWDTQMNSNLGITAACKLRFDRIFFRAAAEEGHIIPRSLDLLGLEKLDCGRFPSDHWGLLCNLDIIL
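Assay system: recombinant human TDP2 / Reagent: T5PNP substrate at 5 mM, a TopII-DNA adduct mimic / Measured by: epi absorbance from released p-nitrophenol / Evaluation: % inhibition relative to enzyme-containing and enzyme-free wells / Control set: enzyme-free and DMSO wells / Replicates: each compound tested once, singlicate / Schedule: enzyme reaction with compound for 2 h at 37 °C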
rCAG binder: binds r(CAG) RNA repeats; r(CAG) RNA repeat, TO-PRO-1 dye displacement fluorescence; inhibition, % at 3 µM; actives 1.3% (n = 370,000);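 active = inhibition above the plate cutoff, the mean of all test compounds on that plate plus 3 SD, cut at about 35% in these data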;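 also: 0% = DMSO alone and 100% = 100 µM mitoxantrone as full dye displacement; higher means more dye released from RNA so lower well fluorescence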
PG9 binder: small molecules binding HIV-1 gp120 antibody PG9; TR-FRET gp120-PG9 antibody binding; inhibition, % at 6.7 µM; actives 0.43% (n = 360,000); AID 624416; in the data active = inhibition above about 8.5%
TCR CD3 inh: human TCR-CD3 binding inhibition; TAMRA-labeled TCR probe fluorescence, biochemical; inhibition, % at 9.4 µM; actives 0.37% (n = 360,000); in the data active = inhibition above about 19%;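 also: recombinant mutant TCR 2C K166C tagged with TAMRA read by polarization; 0% = receptor in buffer alone and 100% = receptor with positive control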
PRMT1 inh: inhibitors of human PRMT1 | inhibition, % at 2.79 µM | AID 652257 | actives 1.3% (n = 370,000) | recombinant PRMT1, activity-based probe fluorescence polarization | Q99873;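 active = inhibition above about 21% made by adding two undisclosed values, limit read from the data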
LEDGF integ inh: blocks HIV-1 LEDGF/p75-dependent DNA integration; TR-FRET IN-LEDGF/p75 DNA integration, Eu/Cy5; inhibition, % at 3.7 µM; actives 0.64% (n = 370,000); AID 743269;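 active = inhibition above the screen-wide mean plus 3 SD, cut at about 13% in these data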;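 also: signal is the Cy5 over europium emission ratio at 671 and 618 nm; 0% = plate median of compound wells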
NR1D1 modulator: modulates human Rev-erb alpha binding to DNA | actives 0.79% (n = 370,000) | Rev-erbα–FITC-DNA binding, fluorescence polarization, 90 min | activity, % at 10 µM | P20393 | AID 1259318;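 active = activity above about 14%, limit read from the data; passing the limit was not always enough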;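 also: 0% = DMSO wells with 35 nM protein and 100% = DMSO wells with 750 nM protein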
mABHD4 FP: inhibitors of mouse ABHD4. Q8VD66. purified mABHD4, FP-Rh probe fluorescence polarization. inhibition, % at 8.92 µM. actives 0.54% (n = 370,000);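 active = inhibition exceeding the mean over every tested compound plus 3 SD, cut at about 30% in these data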;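 also: 0% = plate median of compound wells and 100% = S159A mutant with DMSO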
Target sequence (Q8VD66 whole entry, looked up): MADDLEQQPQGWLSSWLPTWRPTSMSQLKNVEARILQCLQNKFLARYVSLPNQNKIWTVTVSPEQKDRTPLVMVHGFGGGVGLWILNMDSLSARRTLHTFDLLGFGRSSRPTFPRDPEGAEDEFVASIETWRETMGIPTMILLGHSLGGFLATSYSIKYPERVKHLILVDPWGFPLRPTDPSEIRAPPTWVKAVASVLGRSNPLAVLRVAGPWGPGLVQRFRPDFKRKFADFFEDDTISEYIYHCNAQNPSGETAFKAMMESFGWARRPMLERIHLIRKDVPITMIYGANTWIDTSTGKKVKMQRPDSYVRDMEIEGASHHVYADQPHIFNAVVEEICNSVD
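Test system: mABHD4 protein; Read-out basis: % inhibition; Incubation: 45 min + 60 min at 25 °C; Repeats: single replicate; Technique: fluorescence polarization with parallel and perpendicular emission, 525/598 nm; Compound: 8.92 µM, single dose; Benchmarks: full inhibition S159A mutant plus DMSO, zero as sample-well median.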
* hit, by the source's call; nt = not tested or not shown.

compound,SIAE inh,mABHD4 FP,rCAG binder,NR1D1 modulator,PG9 binder,LEDGF integ inh,PRMT1 inh,TCR CD3 inh,TDP2 inh,HTRA1 inh
O=C(COC(=O)c1ccc(S(=O)(=O)N2CCCC2)cc1)NCCc1ccc(F)cc1,-1,3,0,-6,-3.3,1,-1,4,-14,-5
CCN(CC)C(=O)N1CCN(S(=O)(=O)c2c(C)cc(C)cc2C)CC1,-3,3,-11,-1,-0.8,2,0,2,0,-6
Cc1ccsc1C(=O)N1CCC1(C)C(=O)NS(=O)(=O)c1cccc(F)c1 (stereo not given),7,3,1,-4,2.1,0,-3,-4,4,nt
COC(C/C=C\[C@H](O)[C@H](C)OCc1ccccc1)OC,1,-3,-3,-1,0.2,0,0,7,-11,-3
O=C(CCN1C(=O)/C(=C/c2cccs2)SC1=S)Nc1ccc(C(=O)O)c(O)c1,1,-14,93*,-2,-1.4,5,1,5,3,-54
O=C(N/N=C/c1ccc(Cl)cc1)c1sccc1OCc1ccc(F)cc1,-20,-10,6,-3,0.0,-1,0,-2,1,-73
CCOc1ccc(-c2nnn(CC(=O)N3CCCC3)n2)cc1OCC,0,-6,-2,1,-0.3,-1,1,-5,2,2
O=C(c1cc(-c2cccs2)nn1-c1ccccc1)N1CCN(S(=O)(=O)c2ccccc2)CC1,1,0,3,-1,-0.9,-1,-1,10,-6,-12
CC(=O)N1CCCc2cc(S(=O)(=O)NCc3ccc(C)cc3)ccc21,-4,2,-1,-2,1.4,3,-2,3,0,2
Cc1ccc(OCc2nnc(SCC(=O)Nc3ccc(N4CCOCC4)cc3)o2)cc1,6,1,-3,-4,0.0,-5,3,-3,2,-15
O=C(Nc1ccccc1)N(CCN1CCOCC1)Cc1ccccc1F,-1,0,-2,-1,0.3,-1,-4,1,2,-3
Cc1ccccc1OCc1nnc(SCC(=O)N2CCc3ccccc32)n1C,-6,2,-1,-1,0.8,1,1,7,1,7
COc1ccc(S(=O)(=O)N2CCCCCC2)cc1C(=O)OC(C)C(N)=O (stereo not given),-1,1,-2,-2,-1.8,5,-1,0,-5,8
CCn1c2ccccc2c2cc(NC(=O)COC(=O)c3cccc(S(=O)(=O)NC)c3)ccc21,-1,-8,26,5,0.5,-2,-7,4,-3,-8
COC(=O)C(Cc1ccc(O)cc1)NC(=O)CCOc1ccc(OC)cc1 (stereo not given),5,-1,-4,3,0.7,0,2,-4,-7,0
CCC(CC)C(=O)c1c[nH]c(C(=O)NCC2CCCO2)c1 (stereo not given),-4,3,-6,2,0.4,0,-3,1,4,-1
CCOC(=O)c1c(CSC(=N)N)n(-c2ccc(C)cc2)c2cc(Br)c(OC(C)=O)cc12,-3,8,12,-3,-1.9,-3,-1,8,-11,-39
CCOC(=O)N1CCN(S(=O)(=O)N2CCCC(C(=O)NCCc3ccc(Cl)cc3)C2)CC1 (stereo not given),-3,4,-6,1,-1.1,0,-3,-2,17,-4
Cc1ccc(/C=C(/C#N)c2nc(CCN3C(=O)c4ccccc4C3=O)cs2)cc1,-10,-10,3,-1,-0.4,-3,9,1,0,5
COC(=O)c1ccc(NC(=O)NS(=O)(=O)c2ccc(C)cc2)cc1,2,0,-1,2,-0.6,0,0,-5,3,12
Cc1ccc(CN=C(N)Nc2nc(C)cc(C)n2)cc1,0,2,19,-3,-1.2,1,-3,5,-6,12
CC(C)N(C(=O)[C@H]1C[C@H](CC(=O)NCc2ccco2)C(=O)N2CCc3c([nH]c4cc(CCC(=O)N(C)C)ccc34)[C@]12C)C(C)C,2,4,2,1,-1.6,-4,-6,0,10,3
COC(=O)CC1(C(=O)OC)Oc2ccc(Br)cc2C(=O)N1c1cccc(Cl)c1Cl (stereo not given),-11,11,-2,5,-1.1,-4,3,-7,-5,-31
O/N=C/c1ccccc1OCc1ccccc1F,8,-6,2,1,-1.5,0,-2,5,1,-2
O=C(CC1CCCCC1)NC1CCCC1,-8,-6,-2,-1,-3.0,1,-1,5,-2,1
CN(C(=O)c1nn(C)c2c1CSc1ccccc1-2)c1ccccc1Cl,-3,-3,0,7,-0.6,-3,9,0,-19,-25
CC(C)(O)CCC(C)(C)O,-4,-1,4,0,1.5,0,0,4,2,-4
CCn1nc(C(=O)NNC(=O)CCOc2cc(C)ccc2C)c2ccccc2c1=O,-5,-1,-3,-4,0.6,-3,4,-3,7,0
COc1ccc(Cl)cc1C(=O)NNC(=O)c1nn(C)c(=O)c2ccccc12,-1,-2,5,3,-1.6,2,-3,6,2,3
COC(=O)c1cccc(NC(=S)NCCC2=CCCCC2)c1,-2,-14,5,1,1.4,0,-1,2,3,-23
Cc1ccc(N(CC(=O)N/N=C/c2cccs2)S(C)(=O)=O)cc1Cl,0,-6,-1,1,-0.9,-1,-3,1,4,-8
Cc1ccc(SCCC(=O)NNC(=O)c2ccccc2F)cc1,-2,6,1,1,-0.5,2,-3,5,2,7
CCCOc1cc(C)nc(-c2ccccc2O)n1,3,-1,1,4,0.4,2,-2,3,-5,2
COc1ccc(Nc2nc3ccccc3nc2NS(=O)(=O)c2cccs2)c(OC)c1,1,18,27,3,-0.2,-2,5,-10,1,6
COc1ccc(Br)cc1CNc1ccccc1,7,12,-2,6,-1.3,-3,0,-5,18,-9
OC(CNCc1ccccc1)Cn1ccc2ccccc21 (stereo not given),0,12,-5,-3,-1.4,-1,2,-8,-3,0
CCn1c(COc2ccc3c(c2)OCO3)nnc1SCC(=O)c1ccc(Cl)cc1,6,0,4,-4,-2.3,-1,0,5,-8,-2
O=C(NCC(=O)N(Cc1ccc(F)cc1)C(C(=O)NCC1CCCO1)c1ccccc1)c1ccco1 (stereo not given),-3,-16,-1,4,-0.6,-2,5,-10,-14,-2
CC(C)(C)c1cc(C(=O)O)c(CN2CCCCC2)o1,6,-1,-1,-2,-0.6,0,-5,4,-3,2
COc1ccc(Cn2c(=S)[nH]c3ccsc3c2=O)cc1,4,-4,1,1,0.2,-2,-2,2,2,-7
CC(=O)c1c(C)[nH]c(C(=O)NCc2ccc(Cl)cc2)c1C,-3,4,1,7,-1.4,-1,4,-10,2,-5
O=C(CCCCCN1C(=O)c2ccccc2C1=O)Nc1ccc(C(=O)O)cc1,-2,-6,6,0,0.8,-2,3,-6,8,-7
O=C(CN1CCCCC1)N1c2ccccc2CCc2ccccc21,6,1,-5,4,1.2,-1,-7,-3,12,-3
COc1ccccc1CC(=O)Nc1nc(-c2ccc(F)c(F)c2)cs1,-25,-34,4,-2,1.5,0,-2,4,13,-47
CC(C)N(Cc1ccccc1)C(=O)COC(=O)CCC(=O)c1ccc(F)cc1,-3,1,-3,-3,-0.7,0,-2,3,8,8
COCCNC(=O)c1nc2ccccc2s1,19*,0,-1,-5,1.8,6,-2,-1,3,4
COc1ccc(C(=O)N[C@H](C(=O)Nc2ccc(S(=O)(=O)N3CCOCC3)cc2)C(C)C)cc1,-4,1,-3,-7,-2.0,-9,3,-2,-14,2
Cn1nc(C(C)(C)C)cc1C(=O)N1CCCCC1c1cc(C(=O)Nc2ccccc2)no1 (stereo not given),-1,-6,2,-5,-0.7,0,-1,-2,3,nt
Cc1ccc(/C=N/NC(=O)c2ccc(Cn3cc([N+](=O)[O-])cn3)o2)cc1,-4,-4,5,0,-1.3,-2,-2,0,-2,-3
CCn1cc(C(=O)N[C@@H](C)C(=O)NCCCn2ccnc2)c(=O)c2cc3c(cc21)OCO3,5,-4,-3,-2,-1.6,3,-4,6,-10,-2

New compounds follow:
compound,SIAE inh,mABHD4 FP,rCAG binder,NR1D1 modulator,PG9 binder,LEDGF integ inh,PRMT1 inh,TCR CD3 inh,TDP2 inh,HTRA1 inh
CCOC(=O)C1CCCN(c2nc3ccccc3nc2C(C#N)C(=O)OC(C)COC)C1 (stereo not given),-3,7,-3,2,0.0,-3,-1,1,-3,-14
COCCN1Cc2cccc(C(=O)NCc3ccc4c(c3)OCO4)c2C1=O,8,0,-4,-4,0.6,-1,0,8,3,6
COC(=O)c1ccc(S(=O)(=O)N2C3CCC2CC(NC(=O)C2CC2)C3)cc1 (stereo not given),2,-2,-5,17,1.7,-2,-3,-9,4,6
CN(c1ccccc1)c1ccc(/C=N/NC(=O)CC#N)cc1,5,-1,8,-2,-0.1,-3,2,-9,-6,-2
CCc1ccc(Nc2nnc(SCc3cc(=O)n4ccsc4n3)s2)cc1,-3,-1,3,-6,-1.1,-2,1,0,-14,-21
O=c1cc(N2CCOCC2)[nH]c(=O)n1Cc1ccc(F)cc1,4,-2,2,5,-0.2,5,4,5,8,-10
Cc1ccc(CNC(=O)COC(=O)c2cccc(S(=O)(=O)N3CCCCC3)c2)cc1,0,-2,0,3,-1.6,-3,86*,1,0,-13
CCSC1=NCN(CCCC(=O)O)CN1,2,-3,-2,1,0.5,-1,-2,2,-3,-2
CC1CCCC(NC(=O)c2ccc3c(c2)OCCO3)C1C (stereo not given),3,3,-1,1,-0.9,-6,4,-8,1,-5
CCNC(=O)N1CCCC(C(=O)c2ccc(OC)c(OC)c2)C1 (stereo not given),-7,-4,-3,8,-0.4,2,-3,0,-12,2
c1ccc(CNc2nc3ccccc3[nH]2)cc1,0,7,1,-2,0.2,1,2,-5,-8,-2
C=CCn1c(N2CCCC2)nc2c1c(=O)n(C)c(=O)n2C,1,-3,-2,-6,-3.0,-1,3,5,-15,2
Cc1ccc(NC(=O)C(c2ccccc2)N2CCN(CC(=O)NC3CC3)CC2)cc1 (stereo not given),0,-3,2,-1,0.8,1,-1,-1,6,-4
CCS(=O)(=O)Nc1cccc(C2=NN(S(=O)(=O)CC)C(c3ccccc3)C2)c1 (stereo not given),7,-7,-3,2,-3.8,-1,-1,5,13,-3
O=C(N1CCCCCC1)N1CCN(S(=O)(=O)N2CCOCC2)CC1,1,-3,-3,-1,-0.2,-6,-7,0,1,0
COC(=O)C1CCN(C(=O)c2ccc3nccnc3c2)CC1,3,7,-4,4,-1.0,-4,26*,-3,15,7
Cc1ccccc1C(=O)N1CCN(c2ccc(NC(=O)c3ccc4c(c3)OCCO4)cc2)CC1,-2,7,-3,0,0.0,-4,1,-2,4,3
Cc1cccc(C)c1-n1nnnc1S(=O)(=O)Cc1ccccc1Cl,-2,1,-4,5,-1.4,0,1,5,3,-14
CCOc1cc(/C=N/Nc2ccc(C(=O)O)cc2)ccc1OC(=O)c1ccccc1C,26*,0,14,15,-1.5,0,-3,1,14,1
CCCc1cc(=O)[nH]c(SCC(=O)NC2CCCc3ccccc32)n1 (stereo not given),10,-3,3,3,0.1,8,-5,1,-16,5
CCOC(=O)c1cc2sccc2n1CC(=O)C(C)(C)C,7,1,-3,-2,-1.7,4,-3,8,2,5
O=C(CCCOc1ccc(Cl)cc1Cl)Nc1ccccn1,0,-3,-5,4,-2.4,2,0,-3,2,-15

An excerpt; count on the stated rates, not on these rows.
